Assay outcomes from PubChem BioAssay.
HDAC3 inhib = HDAC3 deacetylase inhibitors, primary screen, biochemical, fluorescence, cell-free homogeneous | AID 2718, 2010 | recombinant HDAC3, fluorogenic peptide/trypsin coupled | inhibition, % at 8.3 µM | Histone deacetylase 3 (Homo sapiens), O15379 | 320,000 compounds, 0.15% hits; in the data active = inhibition above about 26%, passing the limit was not always enough
GSK3A inh = blockers of GSK3A enzyme activity – biochemical, luminescence, cell-free homogeneous, HTS, primary screen | AID 2650, 2010 | inhibition, % at 10 µM | 320,000 compounds, 0.1% hits | GSK-3 alpha kinase, ADP-Glo luminescence, 60 min;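 in the data active = inhibition above about 50%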;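 note: GST-tagged GSK-3 alpha with peptide substrate and 25 µM ATP; 0% = DMSO neutral wells and 100% = GW8510 positive control wells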
Target sequence (P49840 whole entry, looked up): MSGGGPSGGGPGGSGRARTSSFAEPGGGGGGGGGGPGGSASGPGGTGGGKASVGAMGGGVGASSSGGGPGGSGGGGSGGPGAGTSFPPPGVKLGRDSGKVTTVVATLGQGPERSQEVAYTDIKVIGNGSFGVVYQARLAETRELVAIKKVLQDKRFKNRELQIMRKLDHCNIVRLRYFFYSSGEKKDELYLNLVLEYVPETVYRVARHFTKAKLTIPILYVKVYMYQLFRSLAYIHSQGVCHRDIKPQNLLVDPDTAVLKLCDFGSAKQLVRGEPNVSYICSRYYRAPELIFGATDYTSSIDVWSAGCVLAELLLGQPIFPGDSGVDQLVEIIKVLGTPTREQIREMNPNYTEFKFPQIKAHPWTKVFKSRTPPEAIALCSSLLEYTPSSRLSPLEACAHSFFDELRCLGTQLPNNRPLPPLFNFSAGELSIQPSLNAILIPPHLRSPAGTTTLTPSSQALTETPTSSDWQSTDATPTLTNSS
PolyA inh = polyadenylation inhibitors in yeast reporter cells, primary screen, luminescence, S. cerevisiae; S. cerevisiae SKY197-pL101 polyadenylation reporter, beta-gal luminescence; efflux-impaired pdr1/pdr3 knockout yeast; score 100 = 6 SD above DMSO; calls only at 12 µM; 300,000 compounds, 0.02% hits;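 active = lowest replicate activity score at least 50, where 100 means six control SD above control mean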;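 note: yeast exposed to compound for 9 h at 30 °C; higher score means more reporter readthrough which indicates perturbed polyadenylation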
HSP90 inh = HSP90 inhibitors, primary screen, cell lysate, luminescence; 290,000 compounds, 0.91% hits; Heat shock protein HSP 90 (rabbit reticulocyte lysate; luciferase refolding); Rabbit reticulocyte lysate, luciferase refolding luminescence, 3 h; AID 1789, 2009; inhibition, % at 5.6 µM;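 active = inhibition above the screen-wide mean plus 3 SD, computed separately per campaign, cut at about 16% in these data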;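 note: 0% = DMSO wells and 100% = 60 µM geldanamycin wells; inhibitors lower the luminescence because luciferase stays unfolded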
HSF1 inhib = HSF1 inhibitors in luciferase reporter cells, primary screen, cell-based, NIH3T3, luminescence | NIH3T3-HGL HSE-luciferase, MG132-induced, luminescence 8 h; hits give low values | activity change, negative = inhibition, % at 7.5 µM (by protocol) | 300,000 compounds, 0.77% hits | AID 2098, 2009;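 active = more than half of replicate wells show activity change below -50%, luminescence cut by over half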;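 note: luciferase reports HSF-1 transcriptional activity via heat shock element; 0% = median of DMSO wells and -100% = zero luminescence signal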
HSF1 activator = HSF-1 activators, primary screen, NIH3T3-HGL cells, MG132 stress, luminescence, single point | 300,000 compounds, 1.7% hits | activation, % at 9 µM | NIH3T3-HGL HSF-1 luciferase reporter, 8 h; 100% = twice DMSO control signal;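 active = mean replicate activation of at least 50% with a set share of replicates each reaching 50%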;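 note: 0% = median of the neutral control wells and 100% = twice that signal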
AI-2 QS modul = Vibrio harveyi AI-2 quorum sensing modulators, primary screen, JMH597 strain, luminescence/OD600 ratio; Vibrio harveyi JMH597 AI-2 luminescence/OD600 ratio, 9 h; hits give low values; strain lacks LuxN and CqsS sensors; 0 = neutral-control median; activity change, % at 7.5 µM; 300,000 compounds, 0.4% hits; in the data active = activity change below about -75%, passing the limit was not always enough;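 note: luminescence divided by OD600 gain over 9 h not by final OD600 alone; inactives centre near 13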
Dyrk1A ADPGlo = rat Dyrk1A kinase inhibitors, primary screen, biochemical, single point, plate reader. 310,000 compounds, 0.43% hits. inhibition, % at 12.5 µM. ADP-Glo luminescence, NFATc1 peptide; in the data active = inhibition above about 50%;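 note: plate controls were vehicle with enzyme for no effect and no enzyme for full effect; many of its hits are not listed in these tables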
Platelet DG rel = inhibitors of platelet dense granule secretion, primary screen, cell-based, MLPCN, human platelets; human platelet-rich plasma, SFLLRN dense granule ATP release, luminescence; 300,000 compounds, 0.22% hits; inhibition, %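 (compounds screened at 7.5 µM in platelet-rich plasma)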;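 active = mean replicate score, as percent of positive control, at or above 50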
GSK3B inh = human GSK3beta kinase inhibitors, primary screen, biochemical, cell-free homogeneous, HTS; GST-GSK3beta kinase, ADP-Glo luminescence, 60 min; hits give low values; 300,000 compounds, 0.038% hits; activity score (negative = inhibition), % at 10 µM; AID 2097, 2009;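 active = more than half of replicate wells score below -50%, meaning over 50% inhibition versus plate controls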;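 note: 0% = median DMSO wells and -100% = median GW8510 positive control wells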
Target sequence (P49841 whole entry, looked up): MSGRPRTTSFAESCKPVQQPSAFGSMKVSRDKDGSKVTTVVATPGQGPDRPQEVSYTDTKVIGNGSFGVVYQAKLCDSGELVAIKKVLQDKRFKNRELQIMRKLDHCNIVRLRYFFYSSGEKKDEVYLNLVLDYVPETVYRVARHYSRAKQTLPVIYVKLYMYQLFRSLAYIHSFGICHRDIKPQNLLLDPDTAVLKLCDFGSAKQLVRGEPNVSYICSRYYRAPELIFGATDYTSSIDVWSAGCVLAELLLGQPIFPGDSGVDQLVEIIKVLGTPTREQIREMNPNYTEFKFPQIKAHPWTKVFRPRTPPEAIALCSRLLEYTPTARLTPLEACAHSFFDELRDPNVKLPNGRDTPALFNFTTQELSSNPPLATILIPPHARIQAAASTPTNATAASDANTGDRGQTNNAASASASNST
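test system = GST-tagged human GSK3beta kinase, cell-free | reagent = 25 µM ATP with peptide substrate | dosing = one dose of 10 µM per compound | schedule = 60 min reaction, RT | detection = luminescent ADP-Glo measurement of ADP formed | control set = DMSO neutral wells and GW8510 at 20 µM as positive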
* = called active by the depositor; i = inactive; . = not tested or not shown. These rows are one share of the data, so the mix of outcomes need not match the whole.

SMILES	HDAC3 inhib	GSK3A inh	PolyA inh	HSP90 inh	HSF1 inhib	HSF1 activator	AI-2 QS modul	Dyrk1A ADPGlo	Platelet DG rel	GSK3B inh
Clc1ccc(CNC2CN3CCC2CC3)cc1 (stereo not given)	11	-3	i	2	7	15	8	-7	25	0
Cc1ccc(C(=O)NC(O)C(Cl)(Cl)Cl)cc1 (stereo not given)	-8	-3	i	-2	-5	-2	15	-1	-3	3
Cc1cccc(NC(=O)N2CCCC2)c1	1	.	i	1	-10	-7	6	4	3	-1
CN(C)c1ccc(NC(=O)CN2C(=O)CN=C(c3ccccc3)c3cc(Cl)ccc32)cc1	7	0	i	-3	2	16	22	11	10	2
CCCCn1c(O)c(C(C)=Nc2cccc(C(=O)O)c2)c(=O)[nH]c1=O	-4	16	i	3	-12	-8	22	2	-1	-1
Cc1cc(OCC(=O)NC2CCS(=O)(=O)C2)c2c3c(c(=O)oc2c1)CCC3 (stereo not given)	-1	-2	i	1	0	1	27	-2	2	1
O=C1CSC2N1CCNC21CCCCC1 (stereo not given)	-4	3	i	5	-1	-3	8	8	-5	0
COc1ccccc1-n1c(O)c(/C=N/N2CCCCC2)c(=O)n(-c2ccccc2OC)c1=S	2	0	i	0	0	-10	25	-1	-3	-1
CCCCn1c(=O)c(C(=O)Nc2ccccc2C)c(O)c2ccccc21	-1	-2	i	3	1	-6	-4	-4	13	4
O=C(O)c1ccc(NC(=O)N2C[C@H]3C[C@@H](C2)c2cccc(=O)n2C3)cc1	2	-1	i	0	-2	-17	21	3	-2	-1
Fc1cccc(CCNCc2ccccn2)c1	-2	-5	i	2	-4	-3	13	-2	7	2
CC(=O)c1ccc(OCC(=O)N2CCCC(N3CCN(c4ccccc4C)CC3)C2)cc1 (stereo not given)	-1	-3	i	-4	8	16	25	5	10	2
CN[C@@H]1C[C@@H](c2ccc(Cl)c(Cl)c2)c2ccccc21	0	5	i	2	14	7	13	.	0	0
COc1ccccc1N1CCN(Cc2ccc(Br)s2)CC1	0	-2	i	-3	12	17	16	2	1	1
Cc1oc(-c2ccccc2)nc1CN1C(=O)CN=C(c2ccccc2)c2ccccc21	4	-1	i	7	0	18	9	3	-1	1
O=C(CCCC1=NS(=O)(=O)c2ccccc2N1)N1CCC2(CC1)OCCO2	0	-4	i	-1	0	-14	36	8	0	0
COc1ccc(OC)c(CN2CCN(C(=O)COc3cccc(C)c3)CC2)c1	1	2	i	4	1	-8	21	10	0	6
O=C1NC(=O)N(c2ccccc2)C(=O)/C1=C/c1coc2ccc(O)cc2c1=O	8	0	i	-4	1	-12	-13	30	-3	4
CC(=O)Nc1ccc(CC(=O)N2CCN(Cc3ccccc3)CC2)cc1	-3	2	i	0	-10	-26	8	0	5	-1
C=C1N2CCC(CC2)C1(O)c1ccc(C)c(C)c1 (stereo not given)	1	0	i	-2	2	21	29	6	-4	-1
CC(C)=CCC12CN3CCN(CC(C3)C1=O)C2	4	-2	i	2	-4	12	1	-1	0	3
Cc1ccc(N2C(=O)NC(=O)/C(=C\c3ccoc3)C2=O)cc1	-8	0	i	0	-4	-8	26	-2	6	1
O=C1C2CCCN2C(c2cccnc2)N1c1ccc(Cl)cc1 (stereo not given)	2	4	i	2	17	30	10	-5	2	3
Cc1ccc2occ(CN3CC4CC(C3)c3cccc(=O)n3C4)c(=O)c2c1 (stereo not given)	5	-1	i	6	7	24	22	38	-1	-4
COC(=O)C1=C(c2cccc(OC)c2OC)C[C@@H]2CC[C@H]1N2C(=O)N1CCC(C)CC1	2	-2	i	.	-1	-11	-10	6	0	1

Continued:
SMILES	HDAC3 inhib	GSK3A inh	PolyA inh	HSP90 inh	HSF1 inhib	HSF1 activator	AI-2 QS modul	Dyrk1A ADPGlo	Platelet DG rel	GSK3B inh
CN(C)CC1CCCCC1=O (stereo not given)	-4	-1	i	-2	-6	-10	13	8	6	-23
COc1cccc(OC)c1C(=O)Nc1nc(N)n(-c2ccccc2)n1	-2	-1	i	1	-6	18	14	2	4	0
COC(=O)C1=C(N)Oc2cc(C)oc(=O)c2C12C(=O)Nc1ccccc12 (stereo not given)	12	-3	i	-7	-1	-16	17	-8	-6	0
C(CCc1nn[nH]n1)CCc1nn[nH]n1	-10	0	i	-2	-2	4	18	-1	0	1
COc1ccccc1-n1c(O)c(/C=N/NC(=S)Nc2ccccc2)c(=O)[nH]c1=S	-1	1	i	8	-7	-5	0	.	-2	-2
COc1ccc2ccc(O)c(CN3CC=C(c4ccccc4)CC3)c2c1	0	-2	i	1	164	201*	23	8	1	-4
Cc1[nH]n(-c2ccccc2)c(=O)c1C(c1ccc([N+](=O)[O-])cc1)c1c(C)[nH]n(-c2ccccc2)c1=O	-2	2	i	10	1	17	44	-2	11	-1
CC(C)OP(=O)(Oc1ccc(C(O)C(Cl)(Cl)Cl)cc1)OC(C)C (stereo not given)	7	-2	i	7	3	-6	7	7	6	1
CC(=O)O[C@]1(C)C(=O)OC/C2=C/CN(C)CCC(OC(=O)[C@@](O)(C(C)O)C[C@H]1C)C2=O (stereo not given in full)	0	-1	i	7	0	.	6	-5	8	-6
C=CCOc1ccc(CC2C(=O)N(C)C(=O)N(C)C2=O)cc1	-3	-1	i	0	-4	17	14	-3	10	2
CCN(CC)CCCN=Cc1c(O)n(Cc2ccc(F)cc2)c(=O)[nH]c1=O	-3	.	i	2	6	16	33	-7	-4	-3
CCC1=CCN(CCc2c(C)[nH]c3ccccc23)CC1	0	3	i	.	-2	-1	27	2	1	0
O=C(NC(=O)N1CCC2(CC1)OCCO2)c1ccc(Cl)cc1	.	.	i	-1	-9	-25	15	-4	4	-2
O=C(N/N=C/c1c(O)n(Cc2ccc(F)cc2)c(=S)[nH]c1=O)c1ccncc1	1	6	i	-2	8	12	13	.	-2	0
COP(=S)(OC)c1c(C)nn(CCC#N)c1NC(=O)c1ccc(Cl)cc1	1	0	i	-5	2	9	13	-4	0	-3
CCCN1C2CCCC1CC(NC(C)=O)C2 (stereo not given)	9	-1	i	2	-9	-2	24	-11	-4	-3
O=Cc1cn(Cc2c(F)cccc2Cl)c2ccccc12	6	-4	i	-4	-7	-20	-6	33	0	-3
Fc1ccc(CNCCc2ccccc2)cc1	-8	-1	i	0	-3	0	19	.	-4	-1
COc1ccc(-n2c(O)c(C=NCCN3CCN(C(C)=O)CC3)c(=O)[nH]c2=S)cc1	5	33	i	1	-6	-16	16	-2	2	-3
COc1ccc(C2=NCC(=S)Nc3ccc(Cl)cc32)cc1Cl	2	-1	i	-1	5	-5	14	1	9	0
C[n+]1ccc(-c2ccncc2)cc1	-7	0	i	3	-1	39	17	0	-4	-5
COc1ccc(C(=O)CC2(CC(=O)c3ccc(OC)cc3)C(=O)N(C)C(=O)N(C)C2=O)cc1	3	1	i	3	3	4	22	-4	5	-2
CCOC(=O)C1=C(C)N(C)C2(C)CC1c1ccccc1O2 (stereo not given)	8	.	i	0	-4	-2	20	-9	5	-8
C=C(C)c1cccc(C(C)(C)NC(=O)NC2CN3CCC2CC3)c1 (stereo not given)	-2	-1	i	1	0	6	11	-1	0	0
C=CCN1C(=O)NC(=O)/C(=C/C=C/c2ccccc2)C1=O	.	.	i	3	20	38	55	-10	-2	-1
COc1ccc(/C=C2/C(=O)NC(=O)N(C3CCCCC3)C2=O)cc1CSc1ccccn1	9	2	i	7	1	15	23	.	0	0
COc1cccc(N2C(=O)CC(=O)NC2=O)c1	-3	-1	.	5	.	.	19	3	2	-1

Already shown: 2 of the compounds above.
SMILES	HDAC3 inhib	GSK3A inh	PolyA inh	HSP90 inh	HSF1 inhib	HSF1 activator	AI-2 QS modul	Dyrk1A ADPGlo	Platelet DG rel	GSK3B inh
COc1ccc(/C=C2/C(=O)NC(=O)N(C3CCCCC3)C2=O)cc1CSc1ccccn1	9	2	i	7	1	15	23	.	0	0
COc1cccc(N2C(=O)CC(=O)NC2=O)c1	-3	-1	.	5	.	.	19	3	2	-1

An excerpt from above in order of number of heavy atoms, rising:
SMILES	HDAC3 inhib	GSK3A inh	PolyA inh	HSP90 inh	HSF1 inhib	HSF1 activator	AI-2 QS modul	Dyrk1A ADPGlo	Platelet DG rel	GSK3B inh
CN(C)CC1CCCCC1=O (stereo not given)	-4	-1	i	-2	-6	-10	13	8	6	-23
CCCN1C2CCCC1CC(NC(C)=O)C2 (stereo not given)	9	-1	i	2	-9	-2	24	-11	-4	-3
CCC1=CCN(CCc2c(C)[nH]c3ccccc23)CC1	0	3	i	.	-2	-1	27	2	1	0
CCOC(=O)C1=C(C)N(C)C2(C)CC1c1ccccc1O2 (stereo not given)	8	.	i	0	-4	-2	20	-9	5	-8
C=CCOc1ccc(CC2C(=O)N(C)C(=O)N(C)C2=O)cc1	-3	-1	i	0	-4	17	14	-3	10	2
CC(C)OP(=O)(Oc1ccc(C(O)C(Cl)(Cl)Cl)cc1)OC(C)C (stereo not given)	7	-2	i	7	3	-6	7	7	6	1
C=C(C)c1cccc(C(C)(C)NC(=O)NC2CN3CCC2CC3)c1 (stereo not given)	-2	-1	i	1	0	6	11	-1	0	0
COc1cccc(OC)c1C(=O)Nc1nc(N)n(-c2ccccc2)n1	-2	-1	i	1	-6	18	14	2	4	0
COP(=S)(OC)c1c(C)nn(CCC#N)c1NC(=O)c1ccc(Cl)cc1	1	0	i	-5	2	9	13	-4	0	-3
CCN(CC)CCCN=Cc1c(O)n(Cc2ccc(F)cc2)c(=O)[nH]c1=O	-3	.	i	2	6	16	33	-7	-4	-3
COc1ccccc1-n1c(O)c(/C=N/NC(=S)Nc2ccccc2)c(=O)[nH]c1=S	-1	1	i	8	-7	-5	0	.	-2	-2
COc1ccc(-n2c(O)c(C=NCCN3CCN(C(C)=O)CC3)c(=O)[nH]c2=S)cc1	5	33	i	1	-6	-16	16	-2	2	-3
CC(=O)O[C@]1(C)C(=O)OC/C2=C/CN(C)CCC(OC(=O)[C@@](O)(C(C)O)C[C@H]1C)C2=O (stereo not given in full)	0	-1	i	7	0	.	6	-5	8	-6
COc1ccc(/C=C2/C(=O)NC(=O)N(C3CCCCC3)C2=O)cc1CSc1ccccn1	9	2	i	7	1	15	23	.	0	0
COc1ccc(C(=O)CC2(CC(=O)c3ccc(OC)cc3)C(=O)N(C)C(=O)N(C)C2=O)cc1	3	1	i	3	3	4	22	-4	5	-2
